# Screens deposited in PubChem BioAssay by National Center for Advancing Translational Sciences (NCATS).
# TRPV1 ag – human TRPV1 agonism | 0.19% of 320,000 active | TRPV1-expressing cells, Fluo-8 calcium influx, agonist mode | Q8NER1 | activation, % at 8.33 µM; in the data active = activation above about 80%; inconclusive = between about 30% and that limit; also: 0% is about no effect
#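 Fluo-8 calcium influx in TRPV1-expressing cells, kinetic read (ex 480/em 520 nm). Compound added and read 3 min for agonist activity, followed by capsaicin at EC20 final and 2 min further read for enhancement.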
# Mito fusion act – mitochondrial division inhibition or fusion activation; S. cerevisiae fusion-defective mutant growth rescue, CellTiterGlo 48 h; Potency, µM (top dose mostly 46.1 µM), for inactives: at the top dose growth rescue (activation), hits mostly activators; 0.23% of 320,000 active; AID 485298;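 also: potency is read from the fitted curve at half-maximal effect; % of control where 0% means no effect; nearly all actives have a fitted effect of over 45% in size; temperature-sensitive fusion mutants such as fzo1-1 at 37 °C on non-fermentable ethanol glycerol medium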
#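 Luminescent cell viability in 1536-well qHTS format served as the measure of rescued growth in ts fusion-mutant S. cerevisiae cultured on non-fermentable YPEG for 48 hours at 37C.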
# A-T KAP1 phos – potential ataxia-telangiectasia treatment | AID 485349 | […] A-T fibroblasts, KAP-1 phosphorylation AlphaLISA; neocarzinostatin DNA damage 30 min before lysis | 0.19% of 320,000 active | Potency, µM (doses to about 57.5 µM), without a hit: at the highest dose activation, usual class: activators; also: potency is read from the fitted curve at half-maximal effect; % of control where 0% means no effect; nearly all actives have a fitted effect of over 45% in size
#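 hTERT-immortalized A-T patient fibroblasts ([…]), 500 cells/well in OPTI-MEM, 1% FBS, got compounds for 60 min, then NCS for 30 min at 37C. Lysates were then assayed for phospho-KAP-1 by AlphaLISA (anti-pKAP1 donor, anti-KAP1 acceptor beads), 6 hr at 25C.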
# hERG WT inh – KCNH2 (human, wildtype) channel inhibition | U2OS, BacMam KCNH2, thallium flux FluxOr; active compounds read low | activity change, % at 1.84 µM | 0.37% of 340,000 active;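 active = maximum activity change below -70%; inconclusive = maximum activity change between -70% and -50%; inactive = maximum activity change above -50%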; also: % is scaled to controls: 0 for no effect and ±100 for the full control effect
#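 U2OS cells transduced with wild-type KCNH2 virus are loaded with FluxOr dye for 45 min, and thallium flux is measured in kinetic reads before and after stimulation buffer. Rate constants are normalized to DMSO controls.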
# ELG1 repair inh – ELG1-dependent DNA repair inhibition. 2.3% of 330,000 active. Potency, µM (titrated, usually from 46.1 µM), without a hit: at the top dose activity change, negative = inhibition, actives largely listed as inhibitors. HEK293T ELG1-luciferase reporter, luminescence, 16 h; DNA damage induced by 5-fluorouridine; also: potency is read from the fitted curve at half-maximal effect; % is scaled to controls: 0 for no effect and ±100 for the full control effect; nearly all actives have a fitted effect of over 55% in size
#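 Reporter activity after DNA damage by 5-fluorouridine is monitored. Compound-treated cells incubate 16 hr at 37 °C, then ONE-Glo is added for 30 min before luminescence reading.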
# Eya2 phos inh – inhibitors of human Eya2 phosphatase activity; 0.006% of 330,000 active; O00167; recombinant Eya2, OMFP fluorescence dephosphorylation (OMFP is methylfluorescein phosphate); AID 488837; Potency, µM (doses to about 76.9 µM), for the others: at the top dose activity, negative = inhibition, usual class: inhibitors; also: potency is read from the fitted curve at half-maximal effect; % is scaled to controls: 0 for no effect and ±100 for the full control effect
# Target sequence (O00167 whole entry, looked up): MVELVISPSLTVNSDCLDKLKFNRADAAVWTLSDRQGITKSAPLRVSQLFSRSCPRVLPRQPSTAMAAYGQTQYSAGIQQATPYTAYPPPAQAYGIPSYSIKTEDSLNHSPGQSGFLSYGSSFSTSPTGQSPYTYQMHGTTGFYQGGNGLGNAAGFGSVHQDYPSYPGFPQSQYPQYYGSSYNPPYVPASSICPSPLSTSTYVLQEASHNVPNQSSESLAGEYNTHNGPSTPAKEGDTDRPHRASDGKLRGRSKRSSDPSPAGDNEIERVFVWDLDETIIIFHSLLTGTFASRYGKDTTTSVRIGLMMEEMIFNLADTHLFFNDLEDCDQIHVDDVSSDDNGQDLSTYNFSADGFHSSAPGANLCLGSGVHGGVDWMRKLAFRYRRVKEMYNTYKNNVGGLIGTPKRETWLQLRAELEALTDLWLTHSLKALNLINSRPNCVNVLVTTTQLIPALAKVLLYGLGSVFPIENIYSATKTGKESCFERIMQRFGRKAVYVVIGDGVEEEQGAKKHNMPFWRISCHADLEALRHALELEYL
#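 Eya2 protein (added as 0.2 uM solution) was preincubated with compound for 10 min at ambient temperature in 50 mM HEPES pH 7.5, 50 mM NaCl, 5 uM MgCl2, 0.05% BSA, 1 mM DTT. OMFP (added at 50 uM) then reacted 10 min; fluorescence read at 485/525 nm.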
# TCR activator – activators of T cell receptors. primary human leukocytes, anti-CD3, IL-2 HTRF, 48 h. 330,000 tested, under 10 active. AID 504894. Potency, µM (titrated, usually from 9.22 µM), inactives show at the highest dose activation of IL-2 secretion, most hits filed as activators; also: % of control where 0% means no effect
#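 Compounds are tested in HTS on primary human leukocytes co-incubated with a-CD3 beads for 48 hr. IL-2 output is measured by time-resolved FRET.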
# TSHR antagonist – antagonists of human thyroid stimulating hormone receptor | TSHR-expressing cells, TSH-stimulated cAMP HTRF, 2 h; active compounds read low | activity change, negative = inhibition, % at 11.5 µM | 0.2% of 330,000 active | AID 504810;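 active = activity change below a set negative limit, meaning inhibition stronger than a set level, cut at about -70% in these data; inconclusive = activity change between two set negative limits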; also: % is scaled to controls: 0 for no effect and ±100 for the full control effect
#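 Competitive HTRF cAMP read-out (cryptate anti-cAMP antibody, cAMP-d2; 30 min, room temperature) in freshly harvested TSHR cells. Compounds added before TSH at EC80 (4nM final), followed by 2 hours' incubation at 37 deg C.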
# USP2a inh – blocks human ubiquitin-specific protease USP2a. O75604. USP2 core, Ub-CHOP2 coupled fluorogenic reporter, 485/531. Potency, µM (highest dose often 38.3 µM), for inactives: top-dose activity change, negative = inhibition, usual class: inhibitors. 0.01% of 330,000 active. AID 463254;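 also: potency is read from the fitted curve at half-maximal effect; plate controls were DMSO wells for no effect and full inhibition by NEM control for full effect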
#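 USP2 core (10nM final) preincubated 30min RT with compound in 20mM Tris-HCl pH 8.0, 2mM CaCl2, 2mM beta-mercaptoethanol, 0.05% CHAPS; 25nM Ub-CHOP2 plus 25nM reporter substrate added, fluorescence (Ex485/Em531) read after 60min.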
# KCNH2 3.1 inh – blocks the human KCNH2 3.1 channel isoform; U2OS KCNH2 3.1, thallium flux FluxOr; active compounds read low; activity change, % (tested at about 1.8 µM); 0.95% of 340,000 active;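 active = maximum activity change below -70%; inconclusive = maximum activity change from -70% to -50%; inactive = maximum activity change above -50%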;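 also: thallium influx rate constant from kinetic fluorescence after stimulation buffer; % is scaled to controls: 0 for no effect and ±100 for the full control effect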
#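 We transduce U2OS cells with the mutant 3.1 virus, culture them overnight, load FluxOr with Red40 quencher for 45 min, then add stimulation buffer and read kinetically for 2 min to derive a normalized rate constant.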
# An asterisk follows results filed as active; ? = inconclusive; · = not tested or not shown; [ ] = remark or other dose. Unless noted, calls follow the shape of the dose curve; as a rule, active = well fitted curve in the direction sought with a large enough effect; inconclusive = small, poorly fitted or top-dose-only effect, or another doubt; inactive = no such curve, though single readings can be large; an effect the other way counts as inactive or inconclusive.
# Under each structure – TRPV1 ag	Mito fusion act	A-T KAP1 phos	hERG WT inh	ELG1 repair inh	Eya2 phos inh	TCR activator	TSHR antagonist	USP2a inh	KCNH2 3.1 inh
1	Cc1ccc(C(=O)NCCC(=O)N2CCC3(CC2)NCCc2[nH]cnc23)cc1C
    -1	-1%	-2%	-4	0%	-2%	-21%	-5	4%	-4
2	Cc1cccc(N2CCN(C(=O)C(NS(=O)(=O)c3cccs3)c3ccccc3)CC2)c1C (stereo not drawn)
    -4	13%	1%	10	?	-19%	5%	-12	-19%	8
3	Cc1nn(C)cc1/C=C/C(=O)c1ccccc1
    11	-2%	-1%	3	?	-34%	·	-7	2%	-7
4	COc1ccc(-c2c(C)nn(-c3ccccc3)c2NC(C)=O)cc1OC
    -1	-2%	1%	1	3%	2%	2%	7	0%	-1
5	Cc1ccccc1CN1CCN(C(=O)c2ccco2)CC1
    11	7%	-1%	-1	?	-29%	-2%	4	0%	-4
6	CCNS(=O)(=O)c1ccc(S(=O)(=O)N(Cc2ccccn2)C2CCCCC2)cc1
    ?	5%	8%	-23	-6%	13%	-5%	-5	0%	-16
7	S=C(NCCCN1CCOCC1)N1CCN(c2nc(-c3ccccc3)cs2)CC1
    -1	4%	1%	16	?	-4%	-6%	-2	-1%	-5
8	CNc1cc(Cl)nc(SC)n1
    -3	-5%	-1%	-3	16%	-7%	-5%	-8	1%	8
9	Cc1cc(C)n2c(SCC(C)C)nnc2n1
    2	-2%	4%	1	?	-11%	4%	-26	3%	-9
10	COc1ccc(-c2nnc(NC(=O)c3c(OC)cccc3OC)s2)cc1
    2	-7%	6%	-7	-12%	-15%	·	-13	4%	17
11	CCCCCCC1CC(=O)NC(=S)N1 (stereo not drawn)
    -1	7%	6%	4	0%	-15%	-3%	-13	2%	8
12	COCCn1c(=O)[nH]c2cc(C(=O)N3CCN(c4ccccc4F)CC3)ccc2c1=O
    -1	17%	1%	-12	-23%	-1%	-3%	-1	0%	2
13	CC1CC(C)CN(CCCNC(=O)CCNC(=O)Cn2ccc3ccccc3c2=O)C1 (stereo not drawn)
    0	-5%	·	-3	8%	-4%	0%	6	0%	2
14	O=C(Nc1cccc(-c2nc3ccccc3s2)c1)c1cc(-n2cnnc2)ccc1Cl
    -3	2%	3%	-8	?	-20%	-14%	-9	2%	-8
15	Cc1noc(C)c1NC(=O)Nc1ccc2c(c1)C(=O)N([C@H](C)CO)C[C@H](C)[C@@H](CN(C)C(=O)Nc1ccccc1)O2
    ·	·	4%	-18	11%	-27%	3%	-14	3%	15
16	COc1cc2c(cc1OC)CN(CC(=O)Nc1cccc([N+](=O)[O-])c1)CC2
    6	31%	1%	2	?	2%	-5%	5	-1%	11
17	O=C(CCS(=O)(=O)c1cccs1)NC1CCCCCC1
    -4	-2%	-4%	1	?	-15%	·	7	3%	5
18	O=C(Nc1ccc(F)cc1)C1CCN(C(=O)c2ccc([N+](=O)[O-])cc2)CC1
    2	8%	-4%	35	8%	-5%	4%	13	0%	?
19	Cc1[nH]cnc1CSCCN
    1	-2%	22%	3	12%	39%[15.4 µM]	8%	23	-3%	14
20	CCc1ccc(NC(=O)[C@H](C)NC(=O)C2CCN(C(=O)[C@@H](N)CC(C)C)CC2)cc1
    -1	-4%	3%	-2	?	-12%	-10%	0	0%	5

# Next part, starting with the last 3 of the part before.
# Under each structure – TRPV1 ag	Mito fusion act	A-T KAP1 phos	hERG WT inh	ELG1 repair inh	Eya2 phos inh	TCR activator	TSHR antagonist	USP2a inh	KCNH2 3.1 inh
18	O=C(Nc1ccc(F)cc1)C1CCN(C(=O)c2ccc([N+](=O)[O-])cc2)CC1
    2	8%	-4%	35	8%	-5%	4%	13	0%	?
19	Cc1[nH]cnc1CSCCN
    1	-2%	22%	3	12%	39%[15.4 µM]	8%	23	-3%	14
20	CCc1ccc(NC(=O)[C@H](C)NC(=O)C2CCN(C(=O)[C@@H](N)CC(C)C)CC2)cc1
    -1	-4%	3%	-2	?	-12%	-10%	0	0%	5
21	O=C(/C=C/c1ccccc1)NC(NC(=S)Nc1cc(Cl)ccc1Cl)C(Cl)(Cl)Cl (stereo not drawn)
    1	-5%	-9%	-7	-2%	5%	-1%	-13	-6%	-3
22	COc1ccc(S(=O)(=O)N2CCOCC2)cc1NC(=O)CN(C)Cc1c(F)cccc1Cl
    20	-10%	1%	1	21µM*	-7%	-3%	-6	-6%	-1
23	COC(=O)C1=C(C)NC(=O)C1(NC(=O)CN1CCCC1=O)C(F)(F)F (stereo not drawn)
    -1	-1%	2%	5	?	3%	0%[46.1 µM]	6	0%	5
24	O=C(Nc1ccc2oc(-c3ccccc3F)nc2c1)c1ccc2c(c1)OCCO2
    0	-5%	5%	-2	?	24%	6%	?	1%	7
25	O=C(COc1ccccc1)Nc1ccccc1Oc1ccccc1
    30	?	15%	2	7%	-5%	0%[46.1 µM]	12	1%	-15
26	Cc1nc(C)c(C(=O)N2CCCC(C(=O)c3cc(F)ccc3F)C2)s1 (stereo not drawn)
    7	-1%	0%	1	-10%	-3%	8%	4	4%	·
27	Cc1cc(NC(=O)c2coc(=O)c(Br)c2)ccc1C(C)C
    -1	14%	10%	0	?	14%	-3%	31	3%	-10
28	Cn1cccc1C(=O)OCC(=O)c1c[nH]c2ccccc12
    ·	·	-3%	3	?	?	-5%	-2	0%	-7
29	O=C1OC(N2C(=O)CC[C@H]2C(=O)Nc2ccc(Br)cc2F)c2ccccc21 (stereo partly drawn)
    1	-1%	0%	2	-10%	-2%	-2%	-1	1%	0
30	Cc1ccc(OCC(=O)NC(C)c2ccccc2)cc1C (stereo not drawn)
    ?	2%	8%	0	-12%	-12%	-3%	-37	1%	-18
31	COC(=O)c1cc(OC)c(OC)cc1NC(=O)CSc1nnnn1Cc1ccccc1
    -2	-7%	6%	0	?	-23%	-1%	-6	4%	-3
32	COc1ccc(Cn2c(C)c(C)c(C#N)c2NC(=O)Nc2ccccc2)cc1
    -1	0%	1%	2	-7%	-27%	2%	0	0%	3
33	CC(C)(C)N1CCC1C(N)=O (stereo not drawn)
    -5	-6%	5%	·	19%	-3%	·	11	-2%	·
34	COc1ccccc1S(=O)(=O)Cc1ccc(C(=O)NCc2cccnc2)o1
    0	-1%	12%	-1	4%	3%	-4%	-3	5%	6
35	Cc1onc(-c2ccccc2Cl)c1C(=O)Nc1nnc(-c2cccc([N+](=O)[O-])c2)s1
    -4	16%	6%	-5	?	-1%	-1%	-32	1%	-2
36	N#C/C(=C\c1ccc([N+](=O)[O-])cc1)c1ccccn1
    12	-7%	-5%	-1	?	3%	-8%	-3	-1%	-15
37	CCSc1ccc([C@@H]2[C@@H]3C(=O)N(CC)C(=O)[C@@H]3[C@]3(C(=O)OC)CCCCN23)cc1
    25	11%	16%	1	-4%	-8%	5%	45	1%	5

# Entries listed so far that have a cyano group (two):
# Under each structure – TRPV1 ag	Mito fusion act	A-T KAP1 phos	hERG WT inh	ELG1 repair inh	Eya2 phos inh	TCR activator	TSHR antagonist	USP2a inh	KCNH2 3.1 inh
32	COc1ccc(Cn2c(C)c(C)c(C#N)c2NC(=O)Nc2ccccc2)cc1
    -1	0%	1%	2	-7%	-27%	2%	0	0%	3
36	N#C/C(=C\c1ccc([N+](=O)[O-])cc1)c1ccccn1
    12	-7%	-5%	-1	?	3%	-8%	-3	-1%	-15

# Some of the compounds tested; the hit share may differ from the screen's.
